# EPAC2 agonist – activates human EPAC2 exchange factor; EPAC2 activation, biochemical qHTS; response scale: 100% = 6.5 mM cAMP response; Potency, µM (doses to about 154 µM), for the others: at the highest dose activation, actives largely listed as activators; 0.079% of 360,000 active; AID 720711; also: nearly all actives have a fitted effect of over 50% in size
#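 Compounds were added across a concentration range to EPAC2 (100 nM), RAP1B-BODIPY-GDP (250 nM) and GDP (50 uM). After 5 min at room temperature, fluorescence was recorded at 5-min intervals for 30 min.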
# aSyn rescue – alpha-synuclein toxicity inhibition in yeast; 0.14% of 370,000 active; Yeast expressing alpha-synuclein, growth rescue, BacTiter-Glo, 24 h; Potency, µM (doses to about 46.1 µM), for the others: at the highest dose growth rescue (activation), most hits filed as activators; also: % of control where 0% means no effect; nearly all actives have a fitted effect of over 65% in size
#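 Rescue of yeast growth: cells expressing toxic alpha-synuclein, induced in galactose at OD600 0.02, incubated with compound 24 h at 30 C. ATP luminescence quantified growth; inhibitors of toxicity appear as activators.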
# EPAC1 antagonist – EPAC1 (human) antagonism. O95398. EPAC1 GEF assay, Rap1b-BODIPY-GDP exchange fluorescence. Potency, µM (doses to about 115 µM), for inactives: at the highest dose activity change, negative = inhibition, most hits filed as inhibitors. 0.14% of 360,000 active;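 also: plate controls were vehicle for no effect and positive control for full effect; nearly all actives have a fitted effect of over 50% in size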
# Target sequence (O95398 whole entry, looked up): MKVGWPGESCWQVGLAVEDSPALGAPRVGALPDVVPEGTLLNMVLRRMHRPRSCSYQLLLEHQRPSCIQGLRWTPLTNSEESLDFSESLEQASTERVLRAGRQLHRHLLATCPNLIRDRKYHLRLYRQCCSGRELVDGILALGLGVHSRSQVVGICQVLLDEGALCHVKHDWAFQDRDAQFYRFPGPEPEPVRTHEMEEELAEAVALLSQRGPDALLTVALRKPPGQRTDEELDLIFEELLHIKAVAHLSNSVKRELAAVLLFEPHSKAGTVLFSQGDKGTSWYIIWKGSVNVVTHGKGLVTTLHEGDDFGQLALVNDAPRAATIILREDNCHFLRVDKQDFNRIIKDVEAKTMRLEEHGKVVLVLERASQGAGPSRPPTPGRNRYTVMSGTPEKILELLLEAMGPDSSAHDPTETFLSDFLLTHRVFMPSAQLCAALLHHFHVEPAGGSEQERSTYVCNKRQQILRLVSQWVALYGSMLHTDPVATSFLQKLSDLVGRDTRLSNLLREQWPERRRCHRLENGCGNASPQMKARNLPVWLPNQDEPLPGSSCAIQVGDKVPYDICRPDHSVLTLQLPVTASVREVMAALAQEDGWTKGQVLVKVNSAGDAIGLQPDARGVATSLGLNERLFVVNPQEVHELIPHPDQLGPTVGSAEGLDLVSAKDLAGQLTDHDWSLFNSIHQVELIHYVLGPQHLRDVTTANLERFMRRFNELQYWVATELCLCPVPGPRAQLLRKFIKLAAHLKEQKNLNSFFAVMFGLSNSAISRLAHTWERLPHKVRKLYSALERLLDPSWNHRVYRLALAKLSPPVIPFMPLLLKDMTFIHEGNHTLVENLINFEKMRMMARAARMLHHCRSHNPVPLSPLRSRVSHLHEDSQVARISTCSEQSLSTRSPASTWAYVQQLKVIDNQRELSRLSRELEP
# FUS suppressor – suppressors of FUS proteinopathy in yeast; Potency, µM (titrated, usually from 76.6 µM), for the others: at the top dose growth rescue (activation), hits mostly activators; 0.24% of 390,000 active; S. cerevisiae FUS-expressing, growth rescue, OD600, 24 h;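 also: plate controls were DMSO vehicle for no effect and reference control for full effect; nearly all actives have a fitted effect of over 55% in size; some results filed as inactive show a strong effect at the top dose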
#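 Compound concentration series was pinned onto galactose-induced FUS-expressing yeast seeded at OD 0.005. Plates sat 24hr at 30C; absorbance at 600 nm gave growth. DMSO served as background control.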
# TDP43 rescue – rescues yeast growth from TDP-43 toxicity. TDP-43 expressing yeast growth rescue, BacTiter-Glo, 24 h. Potency, µM (highest dose often 46.1 µM), without a hit: at the top dose growth rescue (activation), actives largely listed as activators. 1.8% of 410,000 active; also: % of control where 0% means no effect; nearly all actives have a fitted effect of over 50% in size
#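 Growth rescue of TDP-43-toxic yeast measured as ATP luminescence (BacTiter-Glo). Cells grown to mid-log in raffinose, induced in galactose at OD600=0.02, exposed to compound 24 hr at 30 deg C.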
# PTHR1 agonist – activates the human parathyroid hormone receptor PTHR1; Q03431; HEK293 GP2 PTHR1 cells, GloSensor cAMP luminescence, 1 h; Potency, µM (top dose mostly 115 µM), for the others: at the highest dose activation, most hits filed as activators; 0.075% of 410,000 active; AID 743266; also: nearly all actives have a fitted effect of over 55% in size; some results filed as inactive show a strong effect at the top dose; inactives centre near -15; many of its hits are not listed in these tables
#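 HEK-293-derived GP2 cells expressing PTHR1 and a GloSensor cAMP reporter, 3,000/well, plated overnight, given luciferin plus IBMX (each 0.5 mM as added) for 1 h at 37 °C, then compound for 1 h at 37 °C. Luminescence was read after 15 min at room temperature.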
# EPAC2 antagonist – EPAC2 (human) antagonism; EPAC2 GEF exchange of Rap1B-BODIPY-GDP, fluorescence; Potency, µM (series often up to 114 µM), without a hit: top-dose activity, negative = inhibition, actives largely listed as inhibitors; 0.18% of 360,000 active; also: % is scaled to controls: 0 for no effect and ±100 for the full control effect; nearly all actives have a fitted effect of over 45% in size; many of its hits are not listed in these tables
# EPAC1 ag – EPAC1 (human) agonism | O95398 | AID 720707 | Potency, µM (series often up to 154 µM), for the others: at the top dose activation, most hits filed as activators | EPAC1 agonist qHTS, biochemical assay; response scale: 100% = response to 6.5 mM cAMP | 0.073% of 360,000 active; also: nearly all actives have a fitted effect of over 60% in size
#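 Nucleotide exchange by EPAC1 (100 nM) on Rap1B–BODIPY-GDP (250 nM) in the presence of 50 uM GDP is tracked fluorescently at 480/540 nm over 30 min. Signals are normalized to a 6.5 mM cAMP control.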
# Numbers without * were called inactive; i = inactive; ? = inconclusive; nt = no result given; [ ] = another dose, or the depositor's remark. Calls follow the shape of the dose curve; as a rule, active = well fitted curve in the direction sought with a large enough effect; inconclusive = small, poorly fitted or top-dose-only effect, or another doubt; inactive = no such curve, though single readings can be large; an effect the other way counts as inactive or inconclusive. Potency is read from the fitted curve at half-maximal effect. A portion of the library; count on the stated rates, not on these rows.
SMILES,EPAC2 agonist,aSyn rescue,EPAC1 antagonist,FUS suppressor,TDP43 rescue,PTHR1 agonist,EPAC2 antagonist,EPAC1 ag
Cc1ccc(C)c(OCC(=O)Nc2ccc(N3CCOCC3)cc2N2CCOCC2)c1,22.9%,10.3%,-15.2%,nt,23.6%,i,-7.6%,12.0%
COc1cc(-c2noc(C)c2C#Cc2nccn2C)cc(OC)c1OC,9.6%,-8.2%,6.9%,3.3%,?,-4.9%,-1.7%,-11.9%
CCOc1ccc(C2/C(=C(\O)c3ccc4c(c3)OCCO4)C(=O)C(=O)N2CCCN2CCOCC2)cc1 (stereo not drawn),10.9%,5.6%,5.9%,-2.3%,-9.0%,14.4%,9.8%,7.4%
COCCn1c(SCC(=O)Nc2ccc3c(c2)OCCO3)nnc1-c1ccncc1,0.4%,-7.9%,8.5%,nt,-19.6%,i,26.8%,-2.7%
O=C(NNC(=O)c1cccs1)c1csc(N2CCOCC2)n1,6.3%,-3.2%,14.9%,-5.2%,-9.4%,-19.8%,12.0%,-10.3%
c1csc(-c2ncc3ccccn23)c1,-5.1%,-1.7%,-14.4%,-31.0%,1.5%,-4.1%,-5.8%,8.2%
Cc1ccc(C(=O)Nc2ccccc2-c2ccccc2)o1,4.0%,-6.7%,-4.1%,-12.5%,9.4%,-13.9%,-2.5%,-7.4%
CC(C)(C)C(=O)OCCn1c(=O)c2cc3c(=O)n(CCOC(=O)C(C)(C)C)c(=O)c3cc2c1=O,-9.7%,3.6%,-2.5%,-2.8%,-0.9%,-9.4%[57.5 µM],-0.8%,0.5%
CCN1CCN(C(=O)c2ccc3c(c2)N(Cc2ccc(C)cc2)CCS3)CC1,3.7%,11.0%,-5.4%,1.8%,4.8%,-1.9%,-2.2%,2.6%
CCOC(=O)C1C(CC)NC(=S)NC1(C)O (stereo not drawn),4.0%,0.3%,?,4.0%,nt,i,-4.9%,5.7%
COc1ccc(OC)c(S(=O)(=O)NCC(c2ccco2)N2CCc3ccccc32)c1 (stereo not drawn),6.4%,14.7%,-2.0%,26.9%,8.6%,-7.9%,?,6.1%
O=C(OCC(=O)N1CCCC1)c1cc(Br)ccc1Cl,8.4%,-3.3%,3.6%,11.3%,-18.7%[1.82 µM],-17.4%,-4.3%,2.2%
O=C(CCCn1c(=S)[nH]c2cc3c(cc2c1=O)OCO3)NCc1cccc(Cl)c1,4.6%,2.5%,-8.8%,-20.3%,9.6%,-24.7%,-0.6%,-13.3%
CN(Cc1ccccc1)c1nc(-c2cccc([N+](=O)[O-])c2)nc2ccccc12,0.8%,-10.7%,-9.8%,-7.6%,14.1µM*,i,10.5%,3.0%
COc1ccc(C2(O)CN(c3ccc(C)cc3)C3=[N+]2CCCC3)cc1 (stereo not drawn),5.9%,1.4%,4.2%,6.3%,20.2%[9.22 µM],-13.3%,10.2%,1.9%
Cc1cc(C(=O)COC(=O)C2CCN(C(=O)c3ccc(Cl)cc3)CC2)c(C)n1CC1CCCO1 (stereo not drawn),1.2%,-15.7%,-7.1%,?,?,-45.0%[inhibitor],-1.6%,-18.3%
CN(C)CCCN(C(=O)C1=COCCO1)c1nc2ccc(Br)cc2s1,-2.9%,2.2%,-5.9%,-0.6%,-15.9%,-4.0%,4.2%,7.0%
CCN(C(=O)CSc1nc(C2CC2)n(-c2ccccc2)n1)C1CCS(=O)(=O)C1 (stereo not drawn),7.5%,-1.9%,11.1%,-8.6%,-14.4%,-24.2%,-1.3%,-1.8%
COc1ccc(C(=O)/C=C/c2cc(C(=O)O)cc3c2OCOC3)c(O)c1,-1.7%,18.5%,-4.5%,-3.5%,-10.8%,-36.7%[inhibitor],6.2%,-10.1%
O=C(NC1CCCCC1NC(=O)c1ccco1)c1ccco1 (stereo not drawn),-4.3%,-8.0%,5.5%,-8.6%,2.2%,i,7.6%,-2.2%
Cn1ncc([N+](=O)[O-])c1C(=O)N/N=C/c1cccc([N+](=O)[O-])c1,-3.9%,-1.4%,6.3%,2.4%,-14.2%,i,1.9%,9.8%
COc1ccc(C(O)P(=O)(OCCC(C)C)c2ccc(N(C)C)cc2)cc1OC (stereo not drawn),4.0%,3.1%,15.8%,14.0%,-8.8%,i,-15.9%,7.7%
COc1ccc(NC(=O)c2cccc(N3C(=O)NC4CC3(C)Oc3ccccc34)c2)cc1 (stereo not drawn),4.5%,1.5%,-13.5%,8.6%,28.0%,i,-3.3%,7.7%
CC(=O)Oc1cc2c(C(=O)NCCCN3CCOCC3)c(C)oc2c2ccccc12,2.8%,-10.6%,0.4%,-0.4%,1.3%,-4.2%,-3.8%,-16.3%

# Brought forward from above: two compounds, followed by the next part.
SMILES,EPAC2 agonist,aSyn rescue,EPAC1 antagonist,FUS suppressor,TDP43 rescue,PTHR1 agonist,EPAC2 antagonist,EPAC1 ag
COc1ccc(NC(=O)c2cccc(N3C(=O)NC4CC3(C)Oc3ccccc34)c2)cc1 (stereo not drawn),4.5%,1.5%,-13.5%,8.6%,28.0%,i,-3.3%,7.7%
CC(=O)Oc1cc2c(C(=O)NCCCN3CCOCC3)c(C)oc2c2ccccc12,2.8%,-10.6%,0.4%,-0.4%,1.3%,-4.2%,-3.8%,-16.3%
O=C(CN(Cc1ccccc1)C(=O)c1ccco1)NCc1ccc(F)cc1,-1.4%,1.4%,-8.0%,0.7%,1.2%,-62.5%[inhibitor],-1.9%,9.9%
CCN(CC)S(=O)(=O)c1ccc2nnn(OCC(=O)Nc3cccc(C#N)c3)c2c1,3.4%,-7.4%,-8.2%,18.0%,12.5%,-31.8%[inhibitor],-5.5%,10.6%
O=C(OCCCCN1C(=O)c2ccccc2C1=O)c1ccc(S(=O)(=O)N2CCCC2)cc1,-84.4%[15.6 µM],-1.6%,-5.3%,-11.7%,5.8%,-2.8%[57.5 µM],7.0%,4.6%
C/C(=N\NC(=S)NCc1ccccc1)c1ccccc1,25.3%,-5.4%,-22.7%,15.2%,0.0%,-20.7%,0.5%,23.7%
Cc1cc(C)nc(NNS(=O)(=O)c2ccc(F)c(Cl)c2)n1,-3.4%,-11.0%,6.5%,-12.2%,0.0%,i,-16.8%,-14.4%
Cc1ccc(OCC(=O)NNC(=O)c2ccc(F)c(S(=O)(=O)N3CCOCC3)c2)cc1C,5.7%,?,4.3%,-1.9%,7.7%,i,6.5%,-2.2%
CC(C)C[C@@H](CNCC(=O)[C@H](CC(=O)O)NC(=O)c1[nH]cnc1C(=O)N[C@H](CN)CC(C)C)NC(=O)c1nc[nH]c1C(=O)N[C@@H](Cc1ccccc1)C(=O)O,2.4%,-2.8%,-15.8%,24.2%,-4.8%,-23.9%,9.1%,-31.9%[inhibitor]
O=C(CN1CCN(Cc2ccc(F)cc2)CC1)NCCc1ccccc1,2.6%,4.6%,10.7%,11.4%,12.8%,i,2.9%,-5.8%
COc1ccc(S(=O)(=O)N(C)C[C@@H]2OCc3cn(nn3)CCCC(=O)N([C@H](C)CO)C[C@H]2C)cc1,8.7%,-3.4%,-5.9%,0.4%,0.0%,i,6.2%,1.5%
CCOC(=O)c1ccc(NC(=O)c2ccccc2C)cc1,3.2%,-0.8%,?,20.5%,-3.1%,-9.2%,-19.3%,-1.2%
COCCNC(=O)COc1ccc(Nc2ccccc2)cc1,7.5%,-4.1%,-2.0%,20.2%,15.5%,-0.5%[57.5 µM],-5.1%,3.7%
O=C(O)CC1(c2ccccc2)C(=O)c2ccccc2C1=O,-5.0%,1.5%,-2.2%,-1.9%,18.9%,i,7.5%,-2.3%
COCc1cc(C)nc(OCC(=O)N/N=C/c2cc(C)n(-c3c(C)cccc3C)c2C)c1C#N,2.1%,7.4%,-5.7%,28.8%,12.6%,3.0%[57.5 µM],-2.1%,1.2%
Cc1ccccc1Nc1c([N+](=O)[O-])cncc1[N+](=O)[O-],3.0%,-7.7%,2.9%,13.7%,-2.7%[1.82 µM],?,-13.8%,6.7%
CC1CCCC(NC(=O)COC(=O)[C@@H](NC(=O)c2ccc(F)cc2)C(C)C)C1C (stereo partly drawn),-0.6%,3.2%,-9.9%,35.4%,?,-17.1%,-6.3%,-8.6%
O=[N+]([O-])c1ccccc1/C=N/N1CCN(c2ccncc2S(=O)(=O)N2CCCCC2)CC1,3.3%,25.7%,-21.5%,19.9%,?,-13.7%,-0.9%,12.1%
Cc1ccccc1NC(=S)NC12CN3CN(CN(C3)C1)C2,-5.9%,-3.9%,-2.5%,15.0%,3.1%,i,6.2%,3.1%
CC[C@@]12C(=O)N(c3cccc(C)c3)C(=O)N1[C@H](c1ccc(Br)cc1)[C@@H]1C(=O)N(C(C)(C)C)C(=O)[C@@H]12,-1.4%,8.8%,-10.3%,?,15.6%,i,-7.0%,3.1%
CSc1ccc(C2C(C(=O)Nc3ccccc3)=C(C)Nc3nc4ccccc4n32)cc1 (stereo not drawn),nt,-4.4%,nt,-5.3%,6.9%,i,nt,nt
Cc1ccc(NC(=O)CN(C)C(=O)C2CCC2)cc1,-2.6%,-0.1%,12.6%,-11.6%,-4.0%,-20.4%,17.8%,-2.1%
O=C1NC[C@H](c2ccccc2)N(CCc2cccc3ccccc23)C1=O,3.2%,2.5%,0.4%,19.4%,5.2%,-3.9%,-6.8%,6.1%
CC1(C)C(C=C(Cl)Cl)C1C(=O)N(Cc1cccc(Cl)c1)C1CCS(=O)(=O)C1 (stereo not drawn),-0.4%,6.4%,7.5%,-0.4%,9.2%,i,-8.2%,3.1%
CC(c1ccccc1)n1cnc2ccccc2c1=O (stereo not drawn),0.9%,-0.9%,-3.0%,-25.5%,?,i,-9.0%,-3.0%
Cc1ccccc1N1C(=O)C2C3C=CC(CC3)C2C1=O (stereo not drawn),3.2%,0.9%,6.5%,0.2%,-16.6%,17.4%,16.0%,-4.4%
COc1cccc(NC(=O)N(C)C[C@H]2Oc3cc(C#Cc4ccncc4)ccc3S(=O)(=O)N([C@H](C)CO)C[C@H]2C)c1,-0.4%,5.1%,1.0%,?,16.1%,-26.2%,4.2%,-13.0%
O=S(=O)(NCCCN1CCOCC1)c1ccc(F)c(Cl)c1,2.8%,-0.5%,6.7%,-16.0%,10.8%,i,-3.3%,-7.6%

# A different layout for some results above.
Cc1ccccc1NC(=S)NC12CN3CN(CN(C3)C1)C2
  EPAC2 agonist = -5.9%	aSyn rescue = -3.9%	EPAC1 antagonist = -2.5%	FUS suppressor = 15.0%	TDP43 rescue = 3.1%	PTHR1 agonist = i	EPAC2 antagonist = 6.2%	EPAC1 ag = 3.1%

COc1ccc(C(O)P(=O)(OCCC(C)C)c2ccc(N(C)C)cc2)cc1OC (stereo not drawn)
  EPAC2 agonist = 4.0%	aSyn rescue = 3.1%	EPAC1 antagonist = 15.8%	FUS suppressor = 14.0%	TDP43 rescue = -8.8%	PTHR1 agonist = i	EPAC2 antagonist = -15.9%	EPAC1 ag = 7.7%

# Screens from PubChem.
